PV pol inh = poliovirus RNA polymerase inhibition; P03300; poliovirus polymerase elongation, fluorescence polarization; active compounds read low; % elongation, % (compound at 16.7 µg/mL); 0.66% of 150,000 active; AID 588519; in the data active means % elongation below about 90%; further: some results filed as inactive read as strong as hits
Target sequence (P03300 1749-2209 limits assumed): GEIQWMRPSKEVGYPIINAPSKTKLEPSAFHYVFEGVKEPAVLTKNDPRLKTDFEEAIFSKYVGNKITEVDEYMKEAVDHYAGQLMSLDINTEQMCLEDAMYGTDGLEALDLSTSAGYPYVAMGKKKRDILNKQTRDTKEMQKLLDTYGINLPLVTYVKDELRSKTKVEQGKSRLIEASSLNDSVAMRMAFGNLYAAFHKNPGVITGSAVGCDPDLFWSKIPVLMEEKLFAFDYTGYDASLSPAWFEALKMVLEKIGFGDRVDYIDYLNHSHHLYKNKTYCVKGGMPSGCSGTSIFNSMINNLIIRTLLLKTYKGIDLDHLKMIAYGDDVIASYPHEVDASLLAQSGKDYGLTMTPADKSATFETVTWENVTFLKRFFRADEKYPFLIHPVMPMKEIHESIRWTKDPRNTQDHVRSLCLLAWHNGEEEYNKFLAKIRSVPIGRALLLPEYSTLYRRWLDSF
PV pol inh FP z-score = further read-out of PV pol inh, marked with its call; z-score; measured here: FP z-score; hits read low
An asterisk follows results filed as active; & = joins results of further samples.

SMILES | PV pol inh | PV pol inh FP z-score
O=C(Cc1csc(-c2ccccc2)n1)N1CCN(C(=O)C2CCCO2)CC1 (stereo unspecified) | 96.0 | -1.2
O=C(NCc1ccccc1)C1CCN(c2nnc(-n3cccc3)s2)CC1 | 103.0 | 0.3
COC(=O)c1cc2oc(C)cc2n1CC(=O)Nc1ccc(C)cc1C | 108.0 | 0.4
COc1cccc(NC(=O)Cn2c(=O)c3cccn3c3ccccc32)c1 | 102.0 | 0.2
O=C(COc1ncnc2ccccc12)N1N=C2/C(=C/c3ccco3)CCCC2C1c1ccco1 (stereo unspecified) | 102.0 | 0
CC(=O)N1N=C(c2cccc(I)c2)OC1c1ccncc1 (stereo unspecified) | 100.0 | -0.1
CCC1SC(C)C/C(=N\O)C1C (stereo unspecified) | 104.0 | 0.8
Cc1ccc2c(CNCCc3ccco3)c(C(=O)O)n(Cc3ccc(F)cc3)c2c1 | 118.0 | 1.9
CCOC(=O)c1cnn(-c2ccccc2)c1NC(=O)c1ccccc1F | 102.0 | 0.2
COc1ccccc1NC(=O)Cc1c(C(=O)O)[nH]c2ccc(Cl)cc12 | 110.0 | 0.9
CC(C)n1c2ccccc2c2nnc(SCCCC(=O)c3ccc(F)cc3)nc21 | 102.0 | -0.2
Cc1cccc(NC(=O)c2ccc3snnc3c2)c1C | 109.0 | 0.3
Nn1c(SCCC(=O)O)nnc1-c1ccccc1 | 104.0 | 0.5
Cc1cc(C)c2c(CC(=O)Nc3nc(C)c(C(=O)OCC(C)C)s3)coc2c1 | 102.0 | 0
O=C(Nc1ccc(Br)cc1C(=O)c1ccccc1)c1ccccc1 | 105.0 | 0.3
S=c1[nH]nc(-c2ccccc2)n1-c1ccccc1 | 101.0 | 0.5
Cc1ccc2nc(NC(=O)c3ccc(=O)[nH]c3)sc2c1 | 113.0 | 1.5
N#C/C(=C(/O)COc1ccccc1)c1nc2ccccc2[nH]1 | 104.0 | 0.4
O=c1[nH]c(-c2ccc(Br)cc2)nc2ccccc12 | 99.0 | 0.1
Cc1[nH]c2ccccc2c1C1CC(=O)N(c2ccccc2)C1=O (stereo unspecified) | 104.0 | 0.1
CCOc1ccc(N2CC(C(=O)O)CC2=O)cc1 (stereo unspecified) | 103.0 | 0.3
CCn1c2c(c(=O)n3ncc(C(=O)Nc4ccc(F)cc4Cl)c13)CN(Cc1ccc(OC)cc1)CC2 | 104.0 | -0.6
Cn1nc(-c2ccccc2F)c2cc(C(=O)Nc3cc(F)ccc3F)sc21 | 108.0 | 0.3
CC(C)(C)c1ccc(COC(=O)C2=COCCO2)cc1 | 103.0 | 0
O=S(=O)(c1ccc2oc(SCc3cn4cc(Cl)ccc4n3)nc2c1)N1CCOCC1 | 98.0 | -0.4

Compounds from the list above with an aryl methoxy group:
SMILES | PV pol inh | PV pol inh FP z-score
COc1cccc(NC(=O)Cn2c(=O)c3cccn3c3ccccc32)c1 | 102.0 | 0.2
COc1ccccc1NC(=O)Cc1c(C(=O)O)[nH]c2ccc(Cl)cc12 | 110.0 | 0.9
CCn1c2c(c(=O)n3ncc(C(=O)Nc4ccc(F)cc4Cl)c13)CN(Cc1ccc(OC)cc1)CC2 | 104.0 | -0.6

The list continues.
SMILES | PV pol inh | PV pol inh FP z-score
CSc1nc(-c2ccc(Cl)cc2)nn1S(=O)(=O)c1ccc(NC(C)=O)cc1 | 103.0 | 0.3
Cc1cccc(NC(=O)N2CCCC2C(=O)O)c1 (stereo unspecified) | 101.0 | -0.6
COc1ccc(S(=O)(=O)Nc2ccc3c(c2)CCCN3S(=O)(=O)c2ccc(C)cc2)cc1F | 107.0 | 0.2
CC(=NCCc1ccc(F)cc1)C1=C(O)c2ccccc2C1=O | 104.0 | 0.6
CC12CN3CC(C)(CN(C1)C3C(O)C(O)C(O)CO)C2 (stereo unspecified) | 100.0 | 0.1
CN1/C(=C\C=C2C(=O)c3ccccc3C2=O)Sc2ccccc21 | 125.0 | 6.5
Cc1cccc(C)c1NC(=O)CCSc1nc(-c2ccc3c(c2)OCO3)cc(C(F)(F)F)n1 | 106.0 | 0.6
COc1ccc(S(=O)(=O)NCC(c2ccc(N(C)C)cc2)N2CCc3ccccc32)cc1F (stereo unspecified) | 107.0 | 0.2
COCCCNC(=O)Cn1c(=O)n(-c2cccc(C)c2)c(=O)c2c3c(sc21)CN(C(C)=O)CC3 | 100.0 | -1.5
CCc1ccccc1NC(=O)c1cnc2sc(N3CCCC3)nn2c1=O | 108.0 | 0.2
CC(C)OC(=O)N(C)c1ccc(C(O)(C(F)(F)F)C(F)(F)F)cc1 | 103.0 | 0.3
CCOc1cc(C=NN2CCN(Cc3ccccc3)CC2)ccc1O | 102.0 | 0.1
CCCSc1ncc(Cl)c(C(=O)Nc2nc3ccc(OCC)cc3s2)n1 | 110.0 | 0.8
O=C(NC1CC(=O)N(c2ccccc2)C1)c1ccc(Br)o1 (stereo unspecified) | 108.0 | 0.4
Cc1ccc(NC(=O)CSc2ccc(-c3cccs3)nn2)cc1Cl | 107.0 | 0.1
Cc1[nH]c2ccccc2c1C(=O)CSC(=S)N1CCCCC1 | 100.0 | -0.6
N#Cc1cccc(NC(=O)CCC(=O)N2CCN(S(=O)(=O)c3ccccc3)CC2)c1 | 100.0 | -0.4
CCCc1nc(N)c(C#N)c(-c2cccs2)c1CC | 98.0 | -0.9
Cc1cccc(NC(=O)c2ccc(-c3nc(CSc4ccccc4)c(C)o3)cc2)c1C | 103.0 | -0.8
Cc1csc(NC(=O)C2CCCN(S(=O)(=O)c3cccc4nsnc34)C2)n1 (stereo unspecified) | 104.0 | 1.3
COc1ccccc1NC(=O)N1CCNCC1 | 101.0 | -0.2
CC[C@H](C)NC(=O)Cc1ccc(NC2=NC3CS(=O)(=O)CC3S2)cc1 (stereo partly specified) | 101.0 | 0
CCOc1ccc(S(=O)(=O)c2cn(Cc3ccc(OC)cc3)c3ccc(F)cc3c2=O)cc1 | 102.0 | -0.8
O=C(c1ccccc1)N(Cc1ccco1)Cc1ccco1 | 103.0 | 0.5
N#C/C(=C/c1ccc(-c2ccc(C(=O)O)cc2)o1)c1ccc(Cl)cc1 | 95.0 | -3.2

Reprinted from the part before: two entries; new compounds follow.
SMILES | PV pol inh | PV pol inh FP z-score
O=C(c1ccccc1)N(Cc1ccco1)Cc1ccco1 | 103.0 | 0.5
N#C/C(=C/c1ccc(-c2ccc(C(=O)O)cc2)o1)c1ccc(Cl)cc1 | 95.0 | -3.2
COCCNC(=O)c1c(-c2ccccc2)c(-c2ccccc2)nn(C)c1=O | 109.0 | 0.6
O=C(NCc1ccccc1)c1ccc2c(c1)N(Cc1ccccc1)CCS2 | 103.0 | 0.5
CCOC(=O)COc1ccc(S(=O)(=O)Nc2cccc(SC)c2)cc1 | 98.0 | -1
COC(=C(C#N)C#N)c1ccccc1 | 103.0 | 0.2
CCOC(=O)c1cnc2ccc(C(=O)OC)cc2c1NCCN(C)C | 100.0 | -0.3
Cc1ccc(N(Cc2ccco2)S(=O)(=O)c2ccc(F)cc2)cc1 | 101.0 | -0.1
COc1ccc(NC(=O)C(C)N2C(=O)c3ccccc3S2(=O)=O)c(OC)c1 (stereo unspecified) | 103.0 | 0.1
O=C(O)Cc1cccnc1 | 101.0 | 0.2
O=C(c1cc2ccccc2oc1=O)N1N=C(c2ccccc2)CC1c1ccccc1 (stereo unspecified) | 101.0 | 0.1
Cn1c(=O)c2nc(SCC(=O)Nc3ccc(Cl)c(Cl)c3)n(C)c2n(C)c1=O | 110.0 | 0.9
O=C(OCC(=O)c1cccs1)c1ccco1 | 102.0 | -0.1
CS(=O)(=O)N1Cc2ccccc2CC1C(=O)OCc1nc2ccccc2c(=O)n1CC#N (stereo unspecified) | 106.0 | 0.7
COc1ccc(S(=O)(=O)CCC(=O)N(C)c2ccc(OC)cc2OC)cc1 | 105.0 | 1.2
O=C(/C=C/c1ccc(S(=O)(=O)N2CCOCC2)cc1)N1CCCCC1 | 105.0 | 0.3
N=C(N)SCP(=O)(c1ccccc1)c1ccccc1 | 99.0 | -0.1
CC(C)CC(NS(=O)(=O)c1ccc2[nH]c(=O)c(=O)[nH]c2c1)C(=O)O (stereo unspecified) | 101.0 | -0.1
NC(=O)c1ccc(NC(=O)C2CCN(S(=O)(=O)Cc3ccccc3)CC2)cc1 | 110.0 | 0.5
Cc1ccc(S(=O)(=O)c2nnn(-c3ccc(F)c(Cl)c3)c2N)cc1 | 105.0 | 0.5
CCOC(=O)c1[nH]c2c(c1Cc1ccccc1)C(=O)CC(c1ccc(C(C)(C)C)cc1)C2 (stereo unspecified) | 102.0 | -1
CNC(=O)NC(=O)CN1C(=O)c2ccccc2C1=O | 109.0 | 0.7
COc1ccccc1Nc1ncc(C(=O)Nc2ccc(OC)c(OC)c2)c2ccccc12 | 103.0 | -0.5
CC1(C)CC(NC(=O)c2ccncc2)CC(C)(C)N1O | 95.0 | -0.7
Cc1ccc(NC(=O)c2cccc3c2C(=O)c2ccccc2-3)cc1 | 106.0 | 0.3
N=Cc1c(C(F)(F)F)[nH]n(-c2nc3ccccc3s2)c1=O | 101.0 | -0.3
Cc1ccc(Cn2c(CO)cnc2SCC(=O)Nc2ccc(C)c(Cl)c2)cc1 | 108.0 | 0.5

(further entries)
SMILES | PV pol inh | PV pol inh FP z-score
CCN(CC)S(=O)(=O)c1ccc2[nH]c(=O)c3ccccc3c2c1 | 103.0 | 0.3
Nc1nc(-c2ccc(OCc3ccc(Br)cc3)cc2)cs1 | 111.0 | 0.7
CCOC(=O)c1c(Nc2cccc(C(=O)OC)c2)nnc(-c2ccccc2)c1-c1ccccc1 | 106.0 | 0.4
CCC1Oc2ccc(C)cc2N(CC(=O)N(Cc2ccc(F)cc2)CC2CCCO2)C1=O (stereo unspecified) | 102.0 | 0.1
COc1ccc2c(C)c(CCC(=O)NCc3ccc(OC)c(OC)c3)c(=O)oc2c1 | 116.0 | 2.1
O=C1C=CC(=C(c2ccc(O)cc2)c2ccc(O)cc2)C=C1 | 100.0 | 0.3
CCCCCC(=O)NC1CCN(Cc2ccccc2)CC1 | 101.0 | 0.2
CCCC(=O)NNc1ncc(C(=O)OCC)c(C(F)(F)F)n1 | 103.0 | 0.3
COC(=O)CNC(=O)c1cc(-c2ccc3c(c2)OCO3)nc2c(C)c(Cl)ccc12 | 103.0 | 1.3
CN(C)CC(O)C1CCOC(C)(C)C1 (stereo unspecified) | 102.0 | 0.1
NC(=NCCCCCCN=C(N)/N=C(\N)Nc1ccc(Cl)cc1)/N=C(\N)Nc1ccc(Cl)cc1 | 100.0&99.0 | 0.2&-0.4
O=C1SC(Nc2ccccc2Br)C(=O)N1c1ccccc1 (stereo unspecified) | 99.0 | -0.7
CCc1ccc(NC(=O)Cn2c(=O)n(CCCC(=O)NCc3ccc4c(c3)OCO4)c(=O)c3ccccc32)cc1 | 110.0 | 1.1
Cc1ccc(OC(=O)c2cccc(S(=O)(=O)N3CCOCC3)c2)c(-n2nc3ccccc3n2)c1 | 99.0 | -1.1
CN(C)C1(c2nnnn2CCOC(=O)Nc2ccc(Cl)cc2)CCCCC1 | 102.0 | 0.2
Cc1ccc(CS(=O)Cc2ccc(C(=O)NCc3cccnc3)o2)cc1 (stereo unspecified) | 100.0 | -0.8
CCOc1ccc(NCc2cccn2-c2nnc(N3CCC(C(=O)NC(C)c4ccccc4)CC3)s2)cc1 (stereo unspecified) | 108.0 | -0.6
Nc1c(C(=O)Nc2ccc(C(=O)O)cc2)sc2nc3c(cc12)CCCC3 | 112.0 | 0.2
Cc1cc([N+](=O)[O-])ccc1NC(c1nnc(-c2ccccc2)o1)c1ccccc1F (stereo unspecified) | 111.0 | 1.4
CC(C)(C)c1ccc(C(=O)Nc2ccc(C(=O)OCc3cc(=O)n4ccsc4n3)cc2)cc1 | 104.0 | -0.5
O=C(OC(C(=O)c1ccccc1)c1ccccc1)c1ccccn1 (stereo unspecified) | 103.0 | -0.1
CC(Oc1ccccc1)C(=O)n1c(=O)oc2ccccc21 (stereo unspecified) | 100.0 | -0.4
COc1ccccc1-c1c(C)nn2c(-c3ccccc3)cc(-c3ccccc3)nc12 | 106.0 | 0.2
CCOC(=O)c1cc(-c2ccccc2)sc1NC(=S)Nn1cnnc1 | 100.0 | -0.2
CN(C)c1ncc2c(=O)n(CC3CCCO3)ccc2n1 (stereo unspecified) | 102.0 | 0.5

Part of the list above in order of SMILES length, low to high.
SMILES | PV pol inh | PV pol inh FP z-score
CC(Oc1ccccc1)C(=O)n1c(=O)oc2ccccc21 (stereo unspecified) | 100.0 | -0.4
Cc1ccc(CS(=O)Cc2ccc(C(=O)NCc3cccnc3)o2)cc1 (stereo unspecified) | 100.0 | -0.8
CCOC(=O)c1c(Nc2cccc(C(=O)OC)c2)nnc(-c2ccccc2)c1-c1ccccc1 | 106.0 | 0.4

Continued:
SMILES | PV pol inh | PV pol inh FP z-score
COc1ccccc1NC(=O)c1cc(S(=O)(=O)N2CCc3ccccc32)ccc1F | 107.0 | -0.1
CNC(=O)OCc1cccc(COC(=O)NC)n1 | 103.0 | 0.2
O=C(Cn1ccc2cc(S(=O)(=O)N3CCCCCC3)ccc21)NCCc1ccccc1Cl | 109.0 | 0.1
Cc1ccc(C(=O)c2oc3ccccc3c2NC(=O)c2cc(-c3ccccc3)on2)cc1 | 104.0 | -0.7
O=C(NC(c1ccccc1)c1nnc(-c2ccccc2)o1)c1cccc(Cl)c1 (stereo unspecified) | 100.0 | -0.4
COc1ccc(Nc2nc(N)nc(CSc3nc4cc(OC)ccc4s3)n2)cc1 | 105.0 | 0.1
O=C(Cn1cnc2ccccc2c1=O)NCCC(=O)Nc1ccc(F)cc1 | 103.0 | -0.6

Screening data deposited in PubChem BioAssay by ICCB-Longwood Screening Facility, Harvard Medical School.

Only part of the results is shown (hit frequency here may not be typical).
